# Screens deposited in PubChem by National Center for Advancing Translational Sciences (NCATS).
# GALK inh = qHTS Assay for Inhibitors of Human Galactokinase (GALK); Purified GALK, Kinase-Glo residual ATP luminescence; Potency, µM (top dose mostly 57.5 µM), for the others: at the highest dose activity change, negative = inhibition, actives largely listed as inhibitors; 270,000 tested, 0.007% active; AID 1868, 2009; P51570; also: potency is read from the fitted curve at half-maximal effect
# Target sequence (P51570 whole entry, looked up): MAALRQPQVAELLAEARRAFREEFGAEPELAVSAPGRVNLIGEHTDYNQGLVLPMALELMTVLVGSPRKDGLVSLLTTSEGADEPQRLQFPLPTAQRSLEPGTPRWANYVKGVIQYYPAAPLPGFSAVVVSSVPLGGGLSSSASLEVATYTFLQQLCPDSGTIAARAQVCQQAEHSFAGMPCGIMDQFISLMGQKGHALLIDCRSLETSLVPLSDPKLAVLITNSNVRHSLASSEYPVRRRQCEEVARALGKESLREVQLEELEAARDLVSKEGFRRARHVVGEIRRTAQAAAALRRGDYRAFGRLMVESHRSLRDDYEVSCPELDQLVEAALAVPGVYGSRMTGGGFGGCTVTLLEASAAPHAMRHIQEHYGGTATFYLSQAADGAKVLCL
#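 Luminescence from leftover ATP (Ultra-Glo luciferase/luciferin) served as read-out after a 1 h room-temperature reaction of 5 nM GALK with 35 uM ATP and 100 uM galactose.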
# B2AR arrestin = qHTS assay of beta-arrestin-biased ligands of beta2-adrenergic receptor | beta-arrestin recruitment to beta2AR, cell-based reporter | Potency, µM (highest dose often 46.1 µM), for the others: at the highest dose activation, most hits filed as activators | 330,000 tested, 0.02% active | AID 492947, 2010;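 also: potency is read from the fitted curve at half-maximal effect; 0% = DMSO controls and full agonism = EC100 isoproterenol or metaproterenol; nearly all actives have a fitted effect of over 65% in size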
# Eya2 inh = qHTS Assay for Inhibitors of the Phosphatase Activity of Eya2; recombinant Eya2, OMFP fluorescence dephosphorylation (OMFP is methylfluorescein phosphate); Potency, µM (doses to about 76.9 µM), for inactives: at the top dose activity, negative = inhibition, hits mostly inhibitors; 330,000 tested, 0.006% active; AID 488837, 2010; also: potency is read from the fitted curve at half-maximal effect
# Target sequence (O00167 whole entry, looked up): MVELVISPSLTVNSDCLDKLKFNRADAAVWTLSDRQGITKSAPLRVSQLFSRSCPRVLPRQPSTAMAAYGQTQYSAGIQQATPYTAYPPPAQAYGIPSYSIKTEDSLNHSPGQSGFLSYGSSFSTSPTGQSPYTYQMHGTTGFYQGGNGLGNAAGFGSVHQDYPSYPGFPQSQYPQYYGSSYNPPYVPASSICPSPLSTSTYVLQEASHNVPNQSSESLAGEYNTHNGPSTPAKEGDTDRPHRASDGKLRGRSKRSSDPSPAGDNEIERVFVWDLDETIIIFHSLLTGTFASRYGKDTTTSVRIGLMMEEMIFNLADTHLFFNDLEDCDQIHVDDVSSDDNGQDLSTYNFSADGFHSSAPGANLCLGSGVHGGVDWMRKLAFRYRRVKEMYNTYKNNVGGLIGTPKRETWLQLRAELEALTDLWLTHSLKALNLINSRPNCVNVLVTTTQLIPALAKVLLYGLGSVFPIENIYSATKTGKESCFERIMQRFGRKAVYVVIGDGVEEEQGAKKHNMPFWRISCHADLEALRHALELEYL
#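 Eya2 protein (added as 0.2 uM solution) was preincubated with compound for 10 min at ambient temperature in 50 mM HEPES pH 7.5, 50 mM NaCl, 5 uM MgCl2, 0.05% BSA, 1 mM DTT. OMFP (added at 50 uM) then reacted 10 min; fluorescence read at 485/525 nm.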
# Chronic BCR inh = qHTS Assay to Find Inhibitors of Chronic Active B-Cell Receptor Signaling | ABC-DLBCL IkBa-CBG/CBR reporter, luminescence ratio, 4 h | Potency, µM (titrated, usually from 46.1 µM), without a hit: at the top dose ratio change, negative = lower green/red ratio, hits mostly inhibitors | 340,000 tested, 0.05% active | AID 493014, 2011; active = well fitted inhibition curve with a large enough effect in the signal ratio, with a control signal flat, not every such curve was filed as active; inconclusive = small, poorly fitted or top-dose-only effect, or effect the other way, or a change in a side signal; the % refers to the signal ratio;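 also: potency is read from the fitted curve at half-maximal effect; plate controls were basal doxycycline-induced cells for no effect and cells given 10 µM MG132 for full effect; MG132 reads +100%, hits lower the ratio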
#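 Concentration-response series (up to 46 uM) were applied to TMD8 dual-reporter cells for 4 h at 37C with doxycycline. Green/red ratio, after filter-overlap correction, defined %Activity; red signal alone was normalised to basal cells and zero luminescence.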
# KCNH2 WT inh = qHTS for Inhibitors of KCHN2 3.1: Wildtype qHTS | Voltage-gated inwardly rectifying potassium channel KCNH2 (Homo sapiens), Q12809 | U2OS, BacMam KCNH2, thallium flux FluxOr; hits give low values | activity change, % at 1.84 µM | 340,000 tested, 0.37% active | AID 720551, 2013;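 active = maximum activity change below -70%; inconclusive = maximum activity change between -70% and -50%; inactive = maximum activity change above -50%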
#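 U2OS cells transduced with wild-type KCNH2 virus are loaded with FluxOr dye for 45 min, and thallium flux is measured in kinetic reads before and after stimulation buffer. Rate constants are normalized to DMSO controls.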
# uPA surface inh = qHTS for Inhibitors of Cell Surface uPA Generation; AID 540303, 2011; Potency, µM (series often up to 38.3 µM), for inactives: top-dose activity change, negative = inhibition, usual class: inhibitors; 330,000 tested, 0.31% active; cell surface uPA generation assay, qHTS; active = well fitted inhibition curve with a large enough effect; inconclusive = small, poorly fitted or top-dose-only effect; inactive = no such curve, though single readings can be large or run the other way; tested in mouse RAW 264.7 cells; also: potency is read from the fitted curve at half-maximal effect; nearly all actives have a fitted effect of over 55% in size
# PKM2 act = qHTS Assay for Activators of Human Muscle isoform 2 Pyruvate Kinase. Pyruvate kinase PKM (Homo sapiens), P14618. purified PKM2, Kinase-Glo ATP luminescence, activation; response scale: 0% is enzyme alone, no compound. Potency, µM (highest dose often 57.5 µM), for the others: at the highest dose activation, actives largely listed as activators. 260,000 tested, 0.34% active. AID 1631, 2009; also: potency is read from the fitted curve at half-maximal effect; nearly all actives have a fitted effect of over 55% in size
#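 hPK-M2, >95% pure; 0.1 mM ADP / 0.5 mM PEP final; imidazole pH7.2 buffer w/ 7 mM MgCl2, 50 mM KCl; 1 h RT; Kinase-Glo lum. Intermediate enzyme activity for dual inhibitor/activator qHTS.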
# USP2a block = qHTS Assay for Inhibitors of Ubiquitin-specific Protease USP2a Using CHOP2 as the Reporter. Ubiquitin carboxyl-terminal hydrolase 2 (Homo sapiens), O75604. USP2 core, Ub-CHOP2 coupled fluorogenic reporter, 485/531. Potency, µM (top dose mostly 38.3 µM), for inactives: at the top dose activity change, negative = inhibition, actives largely listed as inhibitors. 330,000 tested, 0.01% active. AID 463254, 2010;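 also: potency is read from the fitted curve at half-maximal effect; plate controls were DMSO wells for no effect and full inhibition by NEM control for full effect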
#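 Cell-free coupled assay: 10nM USP2 core preincubated 30min RT with compound in Tris-HCl pH 8.0/CaCl2/CHAPS buffer, then 25nM Ub-CHOP2 and 25nM reporter substrate; fluorescence (Ex 485/Em 531) read after 60min RT, normalized to NEM inhibition, concentration-response curves fitted.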
# FBPA coupling cs = qHTS Assay for Inhibitors of Fructose-1,6-bisphosphate Aldolase from Giardia Lamblia: Coupling assay counterscreen; coupling enzyme system counterscreen, AmpLite Red fluorescence; activity change, negative = inhibition, % at 58.2 µM, hits read low; 290,000 tested, 0.67% active; AID 2472, 2010; in the data active = activity change below about -30%
#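 Compounds tested against the coupling enzymes alone at 57.5 uM final; readout was AmpLite Red fluorescence (525/598 nm) after 20 min at RT.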
# Giardia kill = Small Molecules that selectively kill Giardia lamblia: qHTS | Giardia lamblia trophozoite viability | activity change, % at 7.66 µM, hits read low | 340,000 tested, 0.15% active; in the data active = activity change below about -80%; inconclusive = between about -30% and that limit;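 also: parasites exposed to compound for two days anaerobically before the ATP read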
#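 Media and compound were dispensed first, then trophozoites at 100 cells/well; plates sat 48 hrs at 37 deg C without oxygen before ATP luminescence reagent was added and read after 15-30 min at room temperature.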
# KCNH2 3.1 inh = qHTS for Inhibitors of KCHN2 3.1: Mutant qHTS; U2OS KCNH2 3.1, thallium flux FluxOr; hits give low values; activity change, % (tested at about 1.8 µM); AID 720553, 2013; 340,000 tested, 0.95% active;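 active = maximum activity change below -70%; inconclusive = maximum activity change from -70% to -50%; inactive = maximum activity change above -50%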;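 also: thallium influx rate constant from kinetic fluorescence after stimulation buffer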
#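 We transduce U2OS cells with the mutant 3.1 virus, culture them overnight, load FluxOr with Red40 quencher for 45 min, then add stimulation buffer and read kinetically for 2 min to derive a normalized rate constant.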
# Active calls of the source: *; u = inconclusive; x = no result given. Unless noted, calls follow the shape of the dose curve; as a rule, active = well fitted curve in the direction sought with a large enough effect; inconclusive = small, poorly fitted or top-dose-only effect, or another doubt; inactive = no such curve, though single readings can be large; an effect the other way counts as inactive or inconclusive. Unless noted, % is scaled to controls: 0 for no effect and ±100 for the full control effect.
item	SMILES	GALK inh	B2AR arrestin	Eya2 inh	Chronic BCR inh	KCNH2 WT inh	uPA surface inh	PKM2 act	USP2a block	FBPA coupling cs	Giardia kill	KCNH2 3.1 inh
1	O=C(O)C1CCCCC1C(=O)N1CC=C(c2ccccc2)CC1 (configuration not stated)	0%	-1.4%	0%	-5%	-1	-4%	-2%	0%	1	5	0
2	COc1ccc(NC(=O)c2cc(S(=O)(=O)N3CCc4ccccc43)cn2C)c(OC)c1	x	u	1%	-3%	-4	9%	1%	0%	1	5	-2
3	O=C(Oc1ccc(Br)cc1C(=S)N1CCOCC1)c1cccc([N+](=O)[O-])c1	2%	0.4%	-9%	-17%	10	-2%	x	-1%	1	-19	-8
4	COc1cccc(N2CCN(c3ccc4nnc(CCC(=O)Nc5ccc(F)cc5F)n4n3)CC2)c1	-8%	-0.1%	0%	0%	7	4%	x	3%	x	-24	-16
5	CC(=O)N1c2ccccc2C(=O)C1N1CCCCC1 (configuration not stated)	5%	0.1%	16%	1%	-2	-2%	-2%	3%	0	3	12
6	Cc1c(/C(O)=C2/C(=O)C(=O)N(Cc3cccnc3)C2c2ccccn2)cnn1-c1ccccc1 (configuration not stated)	10%	0.4%	-5%	u	3	2%	1%	2%	10	6	-5
7	CSCCC(=O)N1CCC(CCC(=O)NC2CC2)CC1	-5%	-0.5%	-1%	3%	17	11%	0%	3%	x	-25	-5
8	CCOC(=O)c1nnn(CC(=O)Nc2ccccc2)c1C(=O)OCC	-4%	-0.1%	-10%	u	6	18%	0%	2%	8	-21	-7
9	COc1ccc(CCNC(=O)CCC(=O)Nc2nnc(C(C)C)s2)cc1OC	-4%	-0.5%	-6%	2%	20	0%	-1%	0%	-2	-11	-9
10	CC1/C(=N/O)CC(c2ccccc2)NC1c1ccccc1 (configuration not stated)	0%	0.7%	3%	17%	1	-15%	-1%	5%	-1	29	10
11	CC(C)c1ccc(N2C(=O)CC(NNC(=O)c3ccccc3Cl)C2=O)cc1 (configuration not stated)	6%	-0.7%	-20%	-9%	0	-1%	-5%	1%	1	-19	-27
12	CC1(C)Cc2ccccc2/C(=C/C(=O)N2CCCCCC2)N1	-1%	-0.3%	-25%	u	1	-6%	5%	-10%	0	-11	-7
13	O=C(CSc1nc(-c2ccccc2)nc2ccccc12)Nc1nccs1	x	0.0%	-3%	u	-16	-1%	1%	2%	3	-4	-4
14	COc1ccc(-c2c(C#N)c(SCC(N)=O)nc3c2CCCC3)cc1	-2%	0.3%	7%	0%	5	-1%	2%	2%	0	0	0
15	CC(=O)c1cccc(NC(=O)C(OC(=O)c2cccc(S(=O)(=O)N(C)c3ccccc3)c2)c2ccccc2)c1 (configuration not stated)	0%	0.2%	1%	5%	-1	-3%	0%	-2%	-1	-1	-6
16	Cn1cnc(S(=O)(=O)NCc2cccs2)c1	2%	-0.7%	-6%	-2%	5	8%	1%	1%	5	-7	-1
17	COc1cccc(Cn2cc(C)cc(NC(=O)NCc3ccccc3)c2=O)c1	-8%	0.6%	10%	-1%	6	u	2%	0%	0	0	-5
18	CCC(=O)Nc1nnc(C(C)(C)C)s1	-6%	-0.3%	3%	0%	5	2%	0%	1%	-2	26	3
19	CC(=O)N1c2ccc(S(=O)(=O)N3CCCC3)cc2CC1C(=O)NC(C)C (configuration not stated)	-4%	-0.2%	0%	3%	-14	12%	x	-1%	x	-7	3
20	COc1ccc(CNC(=O)c2ccc(N(C)S(=O)(=O)c3ccc(C)cc3)cc2)cc1	5%	0.2%	-4%	2%	29	3%	5%	2%	x	-2	-1
21	Cc1nc(CSc2nnc(C)s2)cs1	x	-0.6%	2%	2%	-4	-3%	2%	-2%	0	-4	13
22	COc1ccc(NC(=O)Cn2nc(Cc3cccnc3)c3ccccc3c2=O)c(OC)c1	x	0.3%	u	-10%	-10	-4%	-7%	0%	8	-20	-2
23	COc1ccc(C2=C/C(=C\c3ccccc3OC(C)=O)C(=O)O2)cc1	5%	0.4%	-24%	u	0	38%	2%	1%	7	29	-40
24	COc1ccc(S(=O)(=O)Nc2cccc3c2O[C@H](CN(C)Cc2ccc(C(=O)O)cc2)[C@@H](C)CN([C@H](C)CO)C3=O)cc1	x	-0.6%	-4%	-1%	1	16%	x	-2%	x	-10	x
25	CC(C)C1C(C#N)=C(N)Oc2n[nH]c(-c3cccs3)c21 (configuration not stated)	9%	-0.2%	10%	-1%	-11	1%	-6%	-1%	0	-10	-21
26	CCOc1ccc(N2C(=O)C3C(c4ccc(OC)cc4OC)NC(CCSC)(C(=O)OC)C3C2=O)cc1 (configuration not stated)	x	-0.4%	3%	-9%	-1	5%	-2%	0%	0	14	1
27	Cc1ccc(S(=O)(=O)Nc2ccc3nc(C)sc3c2)c(C)c1	x	-0.2%	-16%	-2%	-6	u	x	-2%	x	-5	-25
28	Cc1cccc2sc(NC(=O)CN(C)S(=O)(=O)c3ccc(Br)s3)nc12	-1%	0.0%	15%	u	1	4%	-5%	-1%	3	27	-13
29	C=CCn1c(SCc2nc3ccccc3[nH]2)nnc1-c1ccccn1	1%	-0.9%	5%	-2%	-9	-2%	-25%	-1%	-10	-3	-15
30	Cc1ccc(S(=O)(=O)N(C)C)cc1NC(=O)C(C)OC(=O)C1CCCC1 (configuration not stated)	x	-0.1%	12%	13%	-5	-9%	x	0%	x	9	2
31	CC1(C)C(=O)Nc2ccccc2N1C(=O)COC(=O)Cc1ccccc1F	x	-0.7%	1%	0%	-3	-1%	x	0%	x	-3	-3
32	CNC(=S)N1CCN(c2nc(-c3ccc(Cl)cc3)cs2)CC1	-1%	0.4%	u	1%	9	-10%	4%	-4%	-3	9	3
33	C/C=C(\C)C(=O)OC(C)(C)[C@@H]1Cc2cc3ccc(=O)oc3cc2O1	x	-0.7%	3%	-18%	24	-9%	x	1%	x	-20	8
34	Cc1ccc(N=Nc2c(=O)[nH]n3c(=O)cc(C)[nH]c23)cc1	3%	0.3%	-32%	5%	4	-4%	-25%	0%	0	-12	11
35	CCOc1ccc(-c2nnc(NC(=O)CCCOc3cccc(C)c3)o2)cc1	0%	0.1%	-4%	1%	-4	3%	-15%	-12%	2	-13	2
36	O=C(Nc1ccc(F)c(F)c1)c1ccco1	-1%	0.3%	-4%	u	-21	2%	1%	1%	0	11	7
37	CCOC(=O)/C(=N\Nc1ncnc2ccccc12)c1ccc(OC)cc1	0%	-0.3%	-22%	u	4	2%	-18%	-8%	-3	7	16
38	Cc1ccc(N(C(=O)CNC(=O)c2ccco2)C(C(=O)NC2CCCC2)c2ccncc2)cc1C (configuration not stated)	1%	0.5%	0%	-5%	5	-5%	x	0%	-4	-19	2
39	COc1ccc(N2CCN(S(=O)(=O)c3cccc4cccnc34)CC2)cc1	1%	0.2%	-14%	7%	-5	-32%	0%	-2%	-2	13	4
40	CC1CCCCN1C(=O)c1c([N+](=O)[O-])cnn1C (configuration not stated)	-3%	0.2%	0%	0%	-4	-4%	0%	1%	x	19	-12
41	Cc1cc(NC(=O)CSc2nnc(CNC(=O)c3ccc(C(C)(C)C)cc3)o2)no1	4%	-0.2%	-9%	2%	-4	-3%	-1%	0%	-2	-8	x
42	CC(=O)c1c(C)[nH]c(C(=O)Nc2cc(F)ccc2C)c1C	14%	0.1%	15%	-2%	2	-1%	u	1%	3	20	-3
43	Cc1noc(NS(=O)(=O)c2ccc(NC(=O)c3cc(-c4ccccc4Cl)nc4ccccc34)cc2)c1C	-6%	0.1%	11%	7%	-21	0%	7%	1%	0	-12	20
44	CCOc1ccc(S(=O)(=O)N2CC(=O)Nc3ccccc32)cc1	x	0.4%	5%	3%	-8	-11%	x	0%	-3	8	10
45	NCCNc1ccc2nnnn2n1	1%	0.1%	0%	3%	-9	0%	6%	1%	1	-5	-4
46	O=C1C/C(=C/NCc2ccccc2)C(=O)N1	-2%	-0.3%	12%	u	8	5%	11%	0%	1	14	9
47	COc1ccc(NC(=O)c2c(C(F)(F)F)nn(C)c2SCc2ccccc2)cc1	-3%	-0.1%	-11%	-8%	-6	-1%	1%	4%	-2	9	5
48	COC(=O)c1ccc(CN2CCC(Oc3cccc(C(=O)N4CCOCC4)c3)CC2)cc1	-3%	-0.9%	6%	2%	48	4%	1%	2%	x	u	-9
